NPY Y2 blocker = antagonists of human neuropeptide Y receptor Y2. P49146. NPY-Y2 expressing cells, antagonist mode. AID 793. inhibition, % at 2.7 µM. actives 0.99% (n = 140,000); in the data active = inhibition above about 17%;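 note: 0% = vehicle with agonist challenge and 100% = reference antagonist with challenge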
Target sequence (P49146 whole entry, looked up): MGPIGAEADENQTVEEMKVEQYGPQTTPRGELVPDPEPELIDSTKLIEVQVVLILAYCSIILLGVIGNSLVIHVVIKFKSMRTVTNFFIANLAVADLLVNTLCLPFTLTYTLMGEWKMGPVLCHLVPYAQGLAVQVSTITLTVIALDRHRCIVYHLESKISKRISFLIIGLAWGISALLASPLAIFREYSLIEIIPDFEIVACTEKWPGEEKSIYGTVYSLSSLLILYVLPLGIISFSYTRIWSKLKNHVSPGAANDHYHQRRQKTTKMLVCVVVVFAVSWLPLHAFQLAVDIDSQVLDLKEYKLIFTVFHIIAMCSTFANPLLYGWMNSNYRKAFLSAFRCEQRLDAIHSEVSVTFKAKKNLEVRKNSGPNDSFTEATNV
Measles CPE = protection of cells from measles virus; Measles virus-infected cells, CPE protection, absorbance; protection (pct of control), % at 4 µM; actives 1.5% (n = 140,000); AID 841; in the data active = protection mostly above about 24%, no sharp cut-off; inactive = mostly below about 26%; note: some compounds called inactive have numbers as strong as hits
Yeast lifespan up = yeast lifespan extension. S. cerevisiae growth with nicotinamide, OD615; deaD strain in restrictive glucose medium. inhibition of the nicotinamide effect, % at 10 µM. actives 0.68% (n = 130,000);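 active = inhibition above a set limit, placed 3 SD over the median of all compounds, cut at about 26% in these data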;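 note: 0% = nicotinamide-treated wells and 100% = cells grown without nicotinamide; some compounds called inactive have numbers as strong as hits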
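Material: Modified budding yeast, DeaD strain | Medium: Restrictive glucose medium | Probe or stimulus: 1.5 mM nicotinamide | Dosing: Single dose 10 µM compound, 0.25% DMSO | Times: 48 h at 30 °C | Technique: OD615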
MRP-1 activ = activates MRP-1. H69AR cells + doxorubicin, viability rescue, CellTiter-Glo. viability increase, % at 10 µM. actives 0.61% (n = 140,000). AID 799;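 active = viability gain under doxorubicin at or above a set limit, the compound median plus 3 SD, cut at about 4.7% in these data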;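 note: MRP-1 overexpressing cells given doxorubicin 25 µM after compound pretreatment; 18-22 h compound pretreatment then 72 h with doxorubicin before readout; 0% = doxorubicin-only wells and 100% = vehicle-treated cells without doxorubicin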
GALR2 antag = GALR2 (human) receptor antagonism | O43603 | GALR2-expressing cells, antagonist mode | inhibition, % at 4 µM | actives 0.39% (n = 140,000) | AID 828; in the data active = inhibition above about 27%;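 note: cells stimulated with galanin 1-16 at roughly its EC80; 0% = agonist challenge control and 100% = basal control without agonist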
Target sequence (O43603 whole entry, looked up): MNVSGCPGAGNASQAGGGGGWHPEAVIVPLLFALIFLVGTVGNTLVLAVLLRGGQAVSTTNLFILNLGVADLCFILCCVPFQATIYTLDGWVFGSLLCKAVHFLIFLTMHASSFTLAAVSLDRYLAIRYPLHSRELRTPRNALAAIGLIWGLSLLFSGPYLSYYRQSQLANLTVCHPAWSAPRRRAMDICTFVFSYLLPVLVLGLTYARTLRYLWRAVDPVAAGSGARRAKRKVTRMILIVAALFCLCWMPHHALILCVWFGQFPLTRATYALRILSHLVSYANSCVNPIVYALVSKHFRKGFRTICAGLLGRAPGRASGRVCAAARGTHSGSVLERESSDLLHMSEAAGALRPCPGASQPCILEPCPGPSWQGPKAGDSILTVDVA
E-sel TNF inh = TNF alpha driven E-selectin expression inhibition | inhibition, % at 2 µM | HUVEC TNFa-induced E-selectin immunofluorescence, high content | actives 0.71% (n = 120,000);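 active = inhibition above the batch mean plus 3 SD, and confirmed as a hit on visual image review, cut at about 43% in these data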;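 note: 0% = TNF-stimulated DMSO wells and 100% = unstimulated control wells; not every result past the cut was called active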
bCat KO growth = beta-catenin-lacking colon tumor cell growth suppression; HCT116 beta-catenin knockout viability, CellTiter-Glo, 60 h; hits give low values; viability, % at 10 µM; actives 1.5% (n = 140,000);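 active = viability at or under a set limit, the compound median less 4 SD, cut at about 6% in these data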;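 note: 0% = Hyamine 1622 control at 20 µM and 100% = untreated cell control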
HCT116 PTEN-null = PTEN-deleted cell growth suppression; HCT116 PTEN-null viability, CellTiter-Glo, 60 h; hits give low values; viability, % at 10 µM; actives 1.2% (n = 140,000); AID 827;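 active = viability at or below a set limit, 4 SD under the median of all tested compounds, cut at about 3.7% in these data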;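 note: PTEN knockout HCT116 line with beta catenin targeted HCT116 as companion control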
Phagocytosis inh = macrophage phagocytosis inhibition; AID 1029; J774A.1 macrophage IgG-bead phagocytosis, imaging; actives 0.07% (n = 110,000); inhibition, % at 5 µM;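 active = inhibition above the mean of the plate negative controls plus 5 SD, cut at about 13% in these data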;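 note: phagocytic index as fraction of beads internalized from green versus red external bead signal; plate controls were DMSO negative control for no effect and cytochalasin-D positive control for full effect; some results beyond the cut were filed as inactive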
BB579 growth dn = yeast BB579 growth reduction in restrictive medium | S. cerevisiae BB579 growth, OD615, 48 h | inhibition, % at 10 µM | actives 0.51% (n = 140,000);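 active = inhibition above a set limit, 3 SD over the mean compound inhibition, cut at about 44% in these data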; note: inactives centre near -24
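Test system: DeaD yeast strain BB579 / Buffer or medium: restrictive glucose-based CSMM-D medium / Doses: single 10 µM dose / Schedule: 4 h cell preincubation, 48 h compound exposure, 30 °C humidified / Technique: culture absorbance at 615 nm / Controls: amphotericin B positive control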
* hit, by the source's call; / = not tested or not shown.

Screens in order – NPY Y2 blocker, Measles CPE, Yeast lifespan up, MRP-1 activ, GALR2 antag, E-sel TNF inh, bCat KO growth, HCT116 PTEN-null, Phagocytosis inh, BB579 growth dn
CCCCCCOC(=O)c1ccc(NC(=O)c2cc(OC)c(OC)c(OC)c2Br)cc1
  8.9, 2.7, 0.9, 4.9*, 12.0, -50.1, 72.4, 66.6, /, -21.7
O=C(Nc1nnc(SCc2ccc(F)cc2)s1)c1ccco1
  3.0, 5.3, -11.7, -1.0, 3.8, /, 86.0, 93.9, 0.9, -44.8
COC(=O)COc1nsnc1N1CCOCC1
  1.1, 3.9, -10.5, 0.6, -4.6, /, 79.0, 106.6, -1.0, -30.9
O=C(/C=C/c1ccccc1)N/C(=C/c1ccccc1)C(=O)N1CCOCC1
  1.2, 1.9, 3.7, -3.6, 22.1, -7.3, 97.6, 96.0, -2.8, -13.4
Cc1cccc(-c2noc(-c3cc4ccccc4oc3=O)n2)c1
  0.7, 1.9, -6.0, 0.7, -3.5, -15.6, 83.2, 92.3, /, -27.4
C=CCn1c(SCC(=O)Nc2sccc2C(N)=O)nc2ccc(Cl)cc2c1=O
  -1.9, 7.9, -10.3, 1.9, 2.3, -22.6, 50.6, 32.4, -5.8, -54.7
CCCCOc1ccc(S(=O)(=O)NNC(=O)c2cc3ccccc3o2)cc1
  11.6, 5.1, 2.3, -1.1, -12.2, /, 93.1, 103.2, -11.0, -24.3
c1csc(-c2cn3c(n2)SCC3)c1
  -2.1, 2.0, -15.2, 2.3, 3.7, /, 89.0, 90.5, 0.6, -22.3
COc1ccccc1N1CCN(C(=O)c2ccc(CS(=O)(=O)c3ccccc3OC)o2)CC1
  0.9, 1.2, -6.7, -0.6, -0.6, /, 80.8, 88.5, 3.4, -32.7
COc1ccc2c(=O)c(N3C(=O)c4ccccc4C3=O)coc2c1
  3.7, 13.3, -4.5, -1.6, -4.1, -28.8, 101.5, 99.7, -0.9, -23.0
CN(C)CCNC(=O)Cc1c(C(=O)O)n(C)c2ccccc12
  1.1, /, /, /, -1.8, -25.7, /, /, -1.1, /
Cc1ccc2nc(SCC(=O)Nc3nnc(SCC(N)=O)s3)[nH]c2c1
  7.0, 4.7, -10.8, -2.8, -8.9, 1.6, 86.8, 86.7, -2.8, -49.7
O=C(CSc1ccc2nnc(-c3cccc(F)c3)n2n1)N1CCCc2ccccc21
  7.3, 12.2, 4.3, -1.3, 2.5, /, 84.1, 71.3, -0.6, -12.6
Nc1ccc(C(=O)n2c3ccccc3c3ccccc32)cc1
  5.5, 3.8, /, -4.5, 12.5, 6.6, 12.6, 15.4, /, -38.3
COc1ccccc1CNC(=O)c1ccc(NS(C)(=O)=O)cc1
  -0.3, 4.8, 2.5, -2.3, 13.2, 0.7, 94.1, 92.6, -0.4, -38.6
COCC(C)NC(=O)CSc1nc2ccccc2n1CCc1ccccc1 (centres undefined)
  2.9, 15.6, 3.2, -0.3, -3.4, 16.7, 89.8, 101.4, -7.2, -18.4
O=S(=O)(/N=C(/Nc1ccc(F)cc1F)c1ccccc1)c1ccccc1
  1.5, 5.7, -1.0, -0.6, 2.3, /, 92.7, 103.0, 5.4, -34.6
Cc1cc(S(=O)(=O)N2CCN(c3ncccn3)CC2)ccc1-n1cnnn1
  2.6, 25.0, -4.1, -1.9, 16.6, -2.5, 93.0, 98.8, /, -32.0
COc1ccccc1NC(=O)c1nnn(CC(=O)Nc2cccc(SC)c2)c1N
  7.8, 6.2, 0.5, -1.6, -25.6, -5.6, 98.1, 98.5, -1.4, -40.7
Cc1nc(NC(=O)CCCC(=O)Nc2nc(C)c(C)s2)sc1C
  0.2, 6.6, -20.9, -2.6, -10.6, -13.1, 97.5, 89.5, -0.9, -13.0
COCC(=O)Nc1ccc(OCc2ccccc2)cc1
  1.1, 4.4, -2.2, -1.6, 8.4, /, 98.7, 88.4, -4.5, -58.1
O=C(NCC1CCCO1)c1nc2c(nnn2Cc2ccccc2Cl)c(=O)[nH]1 (centres undefined)
  18.2*, 12.7, /, -3.7, 7.2, 3.2, 102.2, 94.8, /, -47.4
Cc1cccc(-n2nnc(C(=O)NCc3ccccn3)c2N)c1
  0.6, 14.6, -22.4, 2.4, -1.3, -5.5, 102.6, 99.8, -0.3, -32.4
C=CCN(CC=C)S(=O)(=O)c1ccc(NC(=S)NC(=O)/C=C/c2ccc(C)cc2)cc1
  0.6, 14.6, -1.6, -3.4, 3.1, 30.7, 83.2, 88.1, -0.6, -9.4
CCOc1cc(N2CCOCC2)c(OCC)cc1NC(=O)Cc1ccccc1OC
  2.9, 12.1, -9.8, -0.4, 2.6, /, 51.5, 24.6, /, -17.1
CCC(=O)NC(=S)Nc1ccc(NC(=O)c2ccc([N+](=O)[O-])cc2Cl)cc1
  1.5, 7.5, -4.5, 0.6, 9.2, -7.9, 81.9, 87.8, -4.6, -33.3
O=C(COc1ccc(Cl)cc1)Nc1nc(-c2cccs2)cs1
  11.3, 16.1, -7.8, -2.8, 4.4, -31.0, 101.0, 99.4, /, -28.0
Cc1nn(Cc2cccc(C(=O)Nc3ccn(Cc4ccccc4)n3)c2)c(C)c1[N+](=O)[O-]
  0.6, 6.8, -11.8, -0.4, 2.1, 1.7, 63.3, 64.2, /, -24.1
O=C1c2ccccc2S(=O)(=O)N1CCOc1ccc(F)cc1
  4.7, 2.6, -12.9, 1.3, -5.2, 1.4, 97.1, 92.4, -0.2, -39.3
CCCCOc1ccc(C(=O)OCC(=O)Nc2cc(C)c(C)cc2[N+](=O)[O-])cc1
  4.0, 12.8, 6.2, -1.4, 2.1, -4.5, 86.2, 94.9, 6.7, -39.9
Cc1ccc(C)c(S(=O)(=O)NCc2ccc(C(=O)N3CCCCC3C)cc2)c1 (centres undefined)
  2.6, 3.3, -11.8, -1.7, 9.8, -26.5, 74.9, 66.3, -0.8, -38.4
COc1ccc(S(=O)(=O)/N=C2/C=CC(=O)C(C)=C2C)cc1
  0.2, 4.7, -4.8, -0.9, 6.7, -83.0, 98.2, 100.6, /, -45.8
CCN(C(=O)CN(C)Cc1c(F)cccc1Cl)c1c(N)n(Cc2ccccc2)c(=O)[nH]c1=O
  0.1, 4.5, 0.7, 0.9, -1.3, 17.1, 94.2, 108.5, -8.3, -28.7
CN(C)C(=O)CCc1nc2sc3c(c2c(=O)[nH]1)CCCC3
  1.4, 4.0, -5.7, 0.0, -7.5, 6.1, 96.8, 112.5, -0.3, -52.8
O=C(CNc1cccc2ccccc12)N/N=C/c1ccc(OC(=O)/C=C/c2ccco2)cc1
  0.4, 15.5, 3.0, -3.2, 4.7, 12.1, 84.3, 81.4, -8.7, -53.8
CCCC(=O)Nc1cccc(NC(=O)c2ccc([N+](=O)[O-])cc2Cl)c1
  0.1, 5.5, 4.4, 0.7, 8.2, -14.3, 89.8, 92.2, 8.4, -12.5
Oc1[nH]c2c(Cl)cc(Cl)cc2c1N=NC(=S)NCC1CCCO1 (centres undefined)
  -0.3, 17.3, 21.7, -6.2, -9.1, 37.1, 1.4*, 0.5*, -9.6, -48.4
Cc1cccc(CCNC(=O)C2CCC(CNc3c(N4CCCC4)c(=O)c3=O)CC2)c1 (centres undefined)
  /, 4.6, -10.9, 1.5, /, /, 89.3, 93.5, -0.1, -13.0
COc1ccc(CCNC(=O)CSc2nnc(NC(C)=O)s2)cc1OC
  3.2, 11.1, 3.9, -2.1, -3.6, -16.6, 92.1, 88.8, -3.5, -25.3
CCC(OC(=O)CCc1nc2ccccc2[nH]c1=O)C(=O)c1ccccc1 (centres undefined)
  6.4, 1.1, -10.8, -0.3, 2.9, 24.2, 81.2, 71.4, -0.2, -2.6
COc1ccc(OC)c(/C=N/NC(=O)c2cc(-c3ccc(C)o3)nc3ccccc23)c1
  11.6, 1.8, -2.0, -2.9, 12.5, /, 78.2, 84.5, -2.8, 15.3
CC(=O)N1CCc2cc(S(=O)(=O)NC(C(=O)Nc3ccc4c(c3)OCCO4)C(C)C)ccc21 (centres undefined)
  0.0, 10.8, -6.5, -1.8, 3.3, -36.5, 100.5, 100.7, -1.0, -12.6
CC(=O)Nc1ccc(NC(=O)Cn2cc3c(n2)CCC(C)C3)cc1 (centres undefined)
  -2.9, 19.5, -9.4, -3.7, -2.3, 9.0, 81.4, 91.7, /, -40.7
COc1ccc(NC(=O)c2cnc(C)cn2)cc1-n1cnnn1
  2.0, 29.1, -14.8, -2.7, -3.8, -23.8, 77.5, 96.8, -0.4, -8.6
CC(C(=O)Nc1c2c(cc3c1CCC3)CCC2)N1CCCC1 (centres undefined)
  9.5, 6.2, 2.7, -0.5, -3.6, 0.5, 74.0, 77.6, 2.8, -9.1
CCCCN1CN(Cc2ccco2)CNC1=S
  1.6, 3.7, 2.2, -0.1, -5.5, /, 94.8, 94.5, /, -8.0
COC(C(=O)NC(C(C)C)C(C)C)c1ccccc1 (centres undefined)
  3.4, 8.1, 10.0, 0.4, -2.1, /, 101.2, 95.5, -2.9, -12.6
O=C(c1ccc(COc2ccccc2Cl)o1)N1CCCC1
  1.2, 12.7, -14.4, -1.0, -5.2, 21.6, 109.4, 101.0, -2.0, -22.6
CC(C)Nc1oc(Cc2cccc3ccccc23)nc1C#N
  2.1, 11.5, 22.4, 0.2, 2.3, /, 88.2, 103.1, 1.0, -80.4
COCCCN1C(=O)c2ccc(C(=O)O)cc2C1=O
  3.1, 3.1, -6.3, -2.2, 0.0, 27.0, 81.5, 97.1, -1.6, 8.6
CC(=O)Nc1ccc(NC(=O)CSc2nc3ccccc3o2)cc1
  1.8, 5.1, -6.7, -0.2, -7.0, /, 99.8, 105.7, 4.0, 10.5
O=C(Nc1ccc2oc(-c3ccccc3Cl)nc2c1)c1ncn[nH]1
  0.9, 3.9, -24.8, 1.7, -11.4, 32.9, 88.2, 98.9, 0.1, -32.9
COC(=O)c1cc(C)sc1NC(=O)CCCC(=O)O
  5.4, 2.9, -5.1, -0.6, -0.9, 1.6, 88.6, 94.0, -1.9, 30.6
CCOC(=O)N1CCN(C(=O)Cn2cc3c(n2)CCCC3)CC1
  4.1, 11.0, -3.8, -4.7, 7.2, -9.2, 88.3, 77.0, 7.1, -10.8
COc1cc(NC(=O)c2ccc(C)cc2)c(OC)cc1NC(=O)CN1CCOCC1
  -2.0, 13.2, -20.9, -1.6, -0.2, 2.9, 86.4, 80.0, -0.3, 3.0
Cc1cc(C)c(-c2csc(NC(=O)/C=C/c3cccs3)n2)c(C)c1
  1.3, 6.7, 13.9, 0.1, 3.3, 24.1, 13.4, 30.6, -7.8, -31.6
Cc1cc(NC(=O)Nc2ccc(F)cc2)no1
  1.1, 33.0, -19.4, 1.3, 9.7, -18.7, 80.8, 87.5, /, -33.6
Cc1cc(NC(=O)Cn2nnc3sc4c(c3c2=O)CCCC4)no1
  3.4, 5.0, -14.2, 1.1, -10.2, -21.5, 91.8, 105.8, -1.3, -29.3

Compound activity (PubChem BioAssay)
